Source: PubChem (National Center for Advancing Translational Sciences (NCATS))
POLH inh: inhibitors of human DNA polymerase eta; Q9Y253; recombinant Pol eta, fluorescent DNA replication assay; Potency, µM (highest dose often 114 µM), inactives show at the highest dose activity change, negative = inhibition, most hits filed as inhibitors; 1.2% of 390,000 active; AID 588591; note: potency is the fitted concentration of half-maximal effect; % is set by controls: 0 for no effect and ±100 for the full control effect
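Pol eta (10 nM) was preincubated with compounds for 15 min at room temperature, after which fluorescent replication substrate (50 nM final) was added to start the reaction. Fluorescence was read kinetically at 0 and 10 min.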
LDHA block: blocks human lactate dehydrogenase A. P00338. 0.15% of 480,000 active. purified LDHA, NADH/diaphorase-resazurin fluorescence; hits give low values. activity change, % (values are at about 110 or 230 µM); in the data active = activity change below about -30%; inconclusive = mostly about -25% to -30%;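 note: plate controls were DMSO wells for no effect and wells without enzyme for full effect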
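Enzyme activity of human lactate dehydrogenase 5 (2 nM; 0.06 mM NADH, 0.2 mM pyruvate, 5 min, RT) is measured via a resazurin/diaphorase fluorescence readout of residual NADH.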
POLK inh: DNA polymerase kappa (human) inhibition; Potency, µM (titrated, usually from 107 µM), inactives show at the highest dose activity, negative = inhibition, hits mostly inhibitors; 0.53% of 400,000 active; purified Pol kappa, fluorescent DNA synthesis assay, 10 min; note: potency is the fitted concentration of half-maximal effect; % is set by controls: 0 for no effect and ±100 for the full control effect
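Activity was followed as the change in fluorescence between reads at 0 and 10 min after starting the reaction with 50 nM substrate. Beforehand, 10 nM polymerase had been preincubated with compound for 15 min at room temperature.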
Pol beta inh: blocks human DNA polymerase beta activity. Pol beta primer extension/strand displacement, fluorescence kinetic. Potency, µM (doses to about 114 µM), without a hit: at the top dose activity change, negative = inhibition, most hits filed as inhibitors. AID 485314. 1.3% of 340,000 active; note: potency is the fitted concentration of half-maximal effect; % is set by controls: 0 for no effect and ±100 for the full control effect
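Enzyme-only controls used 10 nM Pol beta; buffer lacking enzyme served as negative control. Compound preincubated 15 min, then 50 nM substrate added; 0 and 10 min reads at room temperature.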
RGS4 inh: inhibitors of human regulator of G protein signaling 4; P49798; Transcreener GDP fluorescence polarization, RGS4-accelerated GTP hydrolysis; Potency, µM (highest dose often 114 µM), without a hit: at the top dose activity change, negative = inhibition, hits mostly inhibitors; 0.039% of 390,000 active; AID 504845; note: potency is the fitted concentration of half-maximal effect; % is set by controls: 0 for no effect and ±100 for the full control effect; nearly all actives have a fitted effect of over 75% in size; some results filed as inactive show a strong effect at the top dose
Target sequence (P49798 whole entry, looked up): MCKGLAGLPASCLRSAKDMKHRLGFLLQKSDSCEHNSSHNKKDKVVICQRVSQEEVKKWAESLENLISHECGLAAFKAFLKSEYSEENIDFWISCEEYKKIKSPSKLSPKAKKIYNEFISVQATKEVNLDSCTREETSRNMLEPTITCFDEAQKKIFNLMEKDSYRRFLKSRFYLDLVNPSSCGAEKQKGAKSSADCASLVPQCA
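MLSMR compounds (23 nl, pin-transferred) preincubated 10 min at room temperature with a 500nM (2x) first reagent, then RGS4 at 900nM (2x) plus Transcreener GDP mix added; fluorescence polarization (620/688 nm) read before and after 90 min at 30 °C.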
12-LOX inh: inhibitors of human 12S-lipoxygenase ALOX12 | P18054 | purified 12hLO, xylenol orange hydroperoxide absorbance | Potency, µM (series often up to 108 µM), for inactives: at the top dose activity change, negative = inhibition, most hits filed as inhibitors | 1.1% of 580,000 active; note: potency is the fitted concentration of half-maximal effect; % is set by controls: 0 for no effect and ±100 for the full control effect
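Hydroperoxide product was detected by ferrous iron/xylenol orange as the 573 to 405 nm absorbance ratio. Arachidonic acid at 40 uM (final) was turned over for 30 min at room temperature by 150 nM human 12hLO, pH 7.0 Hepes buffer, after 15 min compound preincubation.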
Anesthetic bind: candidate novel general anesthetic via apoferritin binding; 0.074% of 350,000 active; Potency, µM (top dose mostly 77.5 µM), inactives show top-dose activity change, negative = displacement, hits mostly inhibitors; P02791; apoferritin/1-aminoanthracene competitive binding, fluorescence; note: potency is the fitted concentration of half-maximal effect; % is set by controls: 0 for no effect and ±100 for the full control effect; nearly all actives have a fitted effect of over 20% in size
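Steps: apoferritin (10 uM) was premixed with half-saturated 1-AMA in PBS, compounds were pin-transferred, plates stood 10 min at room temperature, fluorescence was read at 380/535 nm, and curves were fitted with a Hill equation.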
APEX1 inh: APE1 (human) endonuclease inhibition; recombinant APE1, TAMRA/BHQ-2 abasic DNA cleavage fluorescence; Potency, µM (top dose mostly 65.8 µM), without a hit: top-dose activity change, negative = inhibition, most hits filed as inhibitors; 0.35% of 350,000 active; AID 2517;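 note: potency is the fitted concentration of half-maximal effect; plate controls were vehicle for no effect and reference inhibitor for full effect; nearly all actives have a fitted effect of over 55% in size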
Target sequence (P27695 whole entry, looked up): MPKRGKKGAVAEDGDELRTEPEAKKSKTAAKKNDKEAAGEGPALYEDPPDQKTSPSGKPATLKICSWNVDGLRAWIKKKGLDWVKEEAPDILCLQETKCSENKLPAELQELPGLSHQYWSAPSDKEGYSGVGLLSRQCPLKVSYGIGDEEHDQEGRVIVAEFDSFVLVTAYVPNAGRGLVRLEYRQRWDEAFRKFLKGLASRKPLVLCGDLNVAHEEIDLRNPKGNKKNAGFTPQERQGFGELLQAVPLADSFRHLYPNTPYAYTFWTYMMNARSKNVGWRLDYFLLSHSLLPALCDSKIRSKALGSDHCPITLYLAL
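Activity was derived from the fluorescence gain between first and third kinetic reads (60 s intervals, ex 525/em 598 nm) after 50 nM THF-abasic TAMRA/BHQ-2 duplex was added to 0.75 nM APE1 preincubated 15 min with compound.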
ERG Ets-DNA blk: blocks human ERG Ets domain binding to DNA. P11308. fluorescence polarization, His-ERG Ets domain / labelled DNA. Potency, µM (series often up to 76.9 µM), without a hit: top-dose FP activity, negative = inhibition, actives largely listed as inhibitors. 0.028% of 370,000 active. AID 624246; active = well fitted inhibition curve with a large enough effect in the polarisation, with a control signal flat; inconclusive = small, poorly fitted or top-dose-only effect, or effect the other way, or a change in a side signal; inactive = no such curve, though single readings can be large or run the other way; the % refers to the polarisation;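 note: polarization taken with two DNA probes labelled with fluorescein and Texas red; potency is the fitted concentration of half-maximal effect; % of control where 0% means no effect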
Target sequence (P11308 whole entry, looked up, the tested form may be a part): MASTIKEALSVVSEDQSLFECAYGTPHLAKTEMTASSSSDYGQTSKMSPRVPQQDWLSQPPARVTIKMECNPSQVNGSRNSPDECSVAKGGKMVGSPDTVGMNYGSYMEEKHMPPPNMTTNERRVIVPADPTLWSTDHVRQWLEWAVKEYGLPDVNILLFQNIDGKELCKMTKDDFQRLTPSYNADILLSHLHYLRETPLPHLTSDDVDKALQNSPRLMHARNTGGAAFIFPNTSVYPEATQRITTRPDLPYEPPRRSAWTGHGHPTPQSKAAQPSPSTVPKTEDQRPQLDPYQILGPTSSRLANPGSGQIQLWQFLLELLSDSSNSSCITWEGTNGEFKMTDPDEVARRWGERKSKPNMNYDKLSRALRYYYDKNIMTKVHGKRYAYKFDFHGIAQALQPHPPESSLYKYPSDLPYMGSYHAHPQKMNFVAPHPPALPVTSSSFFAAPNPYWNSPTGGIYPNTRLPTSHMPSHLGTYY
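His-tagged ERG Ets domain (1 uM in the protein solution; 300mM KCl, 50mM Tris-HCl, 1mM EDTA, 1mM DTT, pH 7.5) received compound, then a probe mix of 5 nM fluorescein-DNA and 100nM Texas-615-DNA. Fluorescence polarization was read for both dyes.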
An asterisk follows results filed as active; ? = inconclusive; / = not tested or not shown; & = joins results of further samples; [ ] = dose if it differs, or a comment. Unless noted, calls come from the whole dose curve; as a rule, active = well fitted curve in the direction sought with a large enough effect; inconclusive = small, poorly fitted or top-dose-only effect, or another doubt; inactive = no such curve, though single readings can be large; an effect the other way counts as inactive or inconclusive.

structure	POLH inh	LDHA block	POLK inh	Pol beta inh	RGS4 inh	12-LOX inh	Anesthetic bind	APEX1 inh	ERG Ets-DNA blk
COc1ccc(CNC(=O)c2ccc(CN3C(=O)C(C)=C(c4ccc(C)cc4)S3(=O)=O)cc2)cc1	9%	-2	-5%	0%	-10%	-19%	-2%	/	1%
O=C1c2ccc([N+](=O)[O-])cc2C(=O)N1CNc1ccccn1	-9%	-6	2%	20%	2%	12%	-4%	20%	1%
CCOc1ccc(N(C)S(=O)(=O)c2cc(-c3cc(C)no3)ccc2C)cc1	-19%	2&13	5%	-19%	-1%	-9%&2%	55%[activator]	52%[activator]	45%[activator]
O=C(Nc1nccs1)c1ccc([N+](=O)[O-])cc1Cl	-6%	-17	-4%	-9%	3%	-2%	0%	23%	1%
COc1ccc(Cc2nnc(SCC(=O)N3CCc4ccccc4C3)o2)cc1	1%	1	-17%	-13%	-12%	-24%	?	4%	/
CN(C)S(=O)(=O)c1cccc(NC(=O)c2cc3c(cc2Cl)N2CCCCCC2=NS3(=O)=O)c1	-5%	-3	-10%	-10%	-22%	0%	-8%	-2%	7%
COc1ccc(C)c2sc(N(Cc3cccnc3)C(C)=O)nc12	-11%	-15	-17%[60.1 µM]	3%	26%	?	-8%	/	7%
O=c1c2nncn2ccn1-c1ccc(F)c(F)c1	-23%	1	-25%	32µM*	10%	0%	-2%	/	2%
Nc1cc(N)nc(SCc2ccc(Cl)cc2)n1	-3%	-4	-3%	25%	24%	108%[activator]	?	-12%	5%
CCCC(CCC)C(=O)Nc1c[nH]c(=O)[nH]c1=O	-8%	0	?	5%	-22%	1%	-10%	1%	6%
O=C(O)c1ccc(Cl)c(S(=O)(=O)N(Cc2ccccc2)c2ccc(Cl)cc2)c1	-8%	1	-1%	1%	3%[56.9 µM]	?	-3%	44%[activator]	7%
O=C(Nc1cccc(S(=O)(=O)Nc2ccccc2Cl)c1)c1ccc(Cl)nc1	-21%	0	-23%	-3%	-27%	-21%	-7%	-6%	/
O=c1c2ccccc2nc2n1C1(CCCCC1)Cc1ccccc1-2	-8%	-3	-24%	-11%	-3%	3%	-21%	-3%	2%
CC1CCN(C(=O)COC(=O)CCC(=O)c2cccs2)CC1	-13%	-4	-8%	/	-8%	1%	/	4%	0%
CCOC(=O)c1ccc(N(CC(=O)NCC2CCCO2)C(=O)CCC(=O)Nc2cc(C)on2)cc1 (centres undefined)	-20%	-1	4%	28%	-18%	-9%	-4%	20%	5%
O=C(OCC(=O)N1CCN(c2ccccc2)CC1)c1ncc(Cl)c(Cl)c1Cl	-5%	-6	-2%	/	-18%	-11%	/	-10%	10%
CC1CC(OC(=O)C(O)c2ccccc2)CC(C)(C)N1C (centres undefined)	-9%	-2	8%	-6%	-4%	1%	3%	12%	?
O=C(NCc1ccncc1)c1ccc(N2CCCC2)c([N+](=O)[O-])c1	-18%	-5	-6%	?	-20%	5%	-13%	-3%	12%
Cc1ccsc1C(=O)c1sccc1C	-13%	-5	0%	2%	7%	-1%	-16%	22%	2%
C=C(Br)Cn1cnc2ccccc21	-2%	-17	-8%	0%	20%	1%	-8%	14%	-11%
Cc1ccc(S(=O)(=O)N(C)C)cc1NC(=O)CSc1nc2ccccc2c(=O)n1CC1CCCO1 (centres undefined)	-12%	1	-3%	17%	-8%	?	-11%	0%	6%
O=C(O)C1C2CCC(O2)C1C(=O)NCCC1=CCCCC1 (centres undefined)	-17%	5	-10%	5%	-9%	/	-4%	0%	5%
COC(=O)c1cc(-c2ccc(C)cc2)n[nH]1	-6%	-3	7%	?	-10%	9%	-11%	15%	-13%
O=C(CSc1nnc(-c2ccco2)o1)c1ccc(F)c(F)c1	-18%	-3	-1%	-2%	-1%	5%	-10%	-7%	5%
O=C(CN1CCN(c2ccccc2F)CC1)c1c[nH]c2ccc(F)cc12	-4%	-5	-21%	31%	-30%	-12%	-13%	-6%	5%
Cc1cccc(OCCn2nnc3ccccc32)c1C	-3%	-2	-13%	-1%	6%	-6%	?	32%	-8%
[O-]C1=N/[N+](=C/c2ccccc2Cl)CC1	-6%	2	7%	-5%	-27%	-7%	-12%	-1%	10%
CCCCN1C(=O)c2ccc(C(=O)NCCN3C(=O)S/C(=C\c4cccnc4)C3=O)cc2C1=O	-13%	4	-16%	44%[activator]	6%	-10%	-10%	11%	-14%
COc1ccc([C@@H]2[C@@H]3C(=O)N(C(C)(C)C)C(=O)[C@@H]3[C@]3(Cc4ccccc4)C(=O)N(c4ccc(C(F)(F)F)cc4)C(=O)N23)cc1	-13%	-4	-6%	-2%	0%	-8%	-18%	-6%	14%
CSc1nc(N)nc2c1ncn2CC(=O)NCCNc1ccc([N+](=O)[O-])cn1	-19%	1	3%	/	5%	-3%	/	16%	20%

Structures above shown as hits in Pol beta inh:
structure	POLH inh	LDHA block	POLK inh	Pol beta inh	RGS4 inh	12-LOX inh	Anesthetic bind	APEX1 inh	ERG Ets-DNA blk
O=c1c2nncn2ccn1-c1ccc(F)c(F)c1	-23%	1	-25%	32µM*	10%	0%	-2%	/	2%

(list continues)
structure	POLH inh	LDHA block	POLK inh	Pol beta inh	RGS4 inh	12-LOX inh	Anesthetic bind	APEX1 inh	ERG Ets-DNA blk
O=C(Nc1ccc(F)cc1)c1cccc(NC(=O)C2C3CC4OC(=O)C2C4C3)c1 (centres undefined)	-1%	-1	-1%	-1%	6%	-39%	-15%	1%	-3%
COc1cccc(N2C(=O)CC(N3CCN(S(=O)(=O)c4ccccc4[N+](=O)[O-])CC3)C2=O)c1 (centres undefined)	-2%	1	-3%	/	12%	0%	/	/	4%
CN(CC(=O)Nc1c(Cl)cccc1Cl)C(=O)Cc1cccs1	?	3	7%	/	-26%	69%[activator]	/	39%	-3%
CS(=O)(=O)N1N=C(c2ccc3nccnc3c2)CC1c1ccccc1 (centres undefined)	-6%	-1	-6%	-1%	10%	3%	-17%	-2%	0%
O=C(CSc1nnnn1-c1ccccc1)N1CCc2ccccc21	4%	-5	-3%	-3%	-12%	?	-15%	2%	/
Cn1nccc1NC(=O)Nc1ccc(Cl)cc1	-7%	-1	16%	3%	-11%	-19%	7%	17%	1%
CC(OC(=O)c1cccc(S(=O)(=O)N(C)C)c1)C(=O)NCC(=O)Nc1ccc(F)c(F)c1F (centres undefined)	-16%	-6	-18%	/	-28%	0%	/	/	34%[activator]
COCCCNC(=O)c1sc2ncccc2c1-n1cccc1	-16%	4	-3%[60.1 µM]	20%	-9%	-3%	-3%	/	-3%
CC(OC(=O)CCN=C1NS(=O)(=O)c2ccccc21)C(=O)N(C)c1ccccc1 (centres undefined)	-16%	-7	-2%	/	11%	-19%	/	10%	3%
CN(C(=O)COc1cc(C(F)(F)F)nn1C)c1ccccc1	-2%	0	-1%	-1%	2%[56.9 µM]	1%	-9%	-2%	7%
CCOCCCNC(=O)NC(C)c1c(-n2cccc2)sc2c1CCN(CC)C2 (centres undefined)	-5%	1	-7%	5%	30%	70%[activator]	55%[activator]	/	2%
CCOC(=O)N/N=C\c1ccc(-c2cccc(C(F)(F)F)c2)o1	-9%	-4	2%	29%	-1%	?	?	?	15%
CC(C)CCNC(=O)CN(Cc1ccccc1)C(=O)CCC(=O)Nc1ccccn1	-7%	0	-2%	23%	-1%	-18%	-8%	30%	19%
Cc1ccc(NC(=S)Nc2ccc(F)cc2)cc1C	-1%	-8	-14%	11%	23%	?	-22%	-26%	1%
N#Cc1cc2cc3c(cc2nc1SCC(=O)OC1CCCCC1)OCO3	-8%	-3	-6%	22%	-21%	0%[57.4 µM]	-17%	0%	6%
CC(=O)NNc1nc(-c2ccccc2)c2cc(Br)ccc2n1	11%	-10	-8%	?	12%[56.9 µM]	-19%	6%	-2%	-7%
C[C@H](CO)N1C[C@H](C)[C@@H](CN(C)Cc2ccc(C(=O)O)cc2)Oc2ccc(NC(=O)Cn3cnnn3)cc2C1=O	-7%	1	-2%	/	13%	?	/	-6%	-6%
COc1ccc(C2CC(c3cccs3)=NN2c2nc(-c3ccccc3)cs2)cc1OC (centres undefined)	-11%	-1	-5%	-20%	-33%	?	-2%	-10%	/
COc1ccc(OCCN(C)CC(=O)Nc2c(C)cccc2C)cc1	-8%	-12	-10%	28%	3%	-2%	-13%	10%	-13%
CN(C)S(=O)(=O)N1CCN(S(=O)(=O)c2ccc(F)cc2)CC1	-4%	-7	-9%	11%	28%	4%	-1%	5%	-6%
CCc1ccc2oc(C(=O)Nc3nonc3C)c(C)c2c1	-1%	-4	-1%	36%	0%	17%	3%	44%	25%

A portion of the library; count on the stated rates, not on these rows.
